Screening data as filed in PubChem.
Ub-GFP proteasome: Ubiquitin-GFP Assay; Ubiquitin-GFP reporter cells, proteasome inhibition, GFP fluorescence; response scale: untreated = 0%, 10 µM MG-132 = 100%; Potency, µM (titrated, usually from 45.9 µM), for inactives: at the top dose activation (GFP accumulation), most hits filed as activators; 67,000 tested, under 10 active; active means well fitted activation curve with a large enough effect, not every such curve was filed as active; inconclusive means small, poorly fitted or top-dose-only effect, or another doubt; inactive means no such curve, though single readings can be large or run the other way; further: potency means the concentration at half of the fitted maximal effect
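U2OS Ub(G76V)-GFP reporter; O/N plating, 0.5% FBS; cpd 46 uM–2.9 nM, 4 h, 37 °C; GFP+ cell count, 488/515 nm; norm. to basal vs 10 uM MG-132; CRC fit.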
HBB splicing: qHTS Assay for Modulators of Hemoglobin Beta Chain Splicing | Potency, µM (doses to about 46.1 µM), without a hit: at the top dose activation, usual class: activators | 65,000 tested, 0.06% active | HBB splicing reporter cell assay, activation; EGFP reporter with mutant IVS2-654 intron; response scale: normalised to 500 nM splice-correcting PNA; further: potency means the concentration at half of the fitted maximal effect; 0% is about no effect
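Compounds were applied for 2 days to HeLa EGFP-654 cells, 500/well in Optimem with 2% FCS. The reporter's EGFP is disrupted by mis-splicing of beta-globin intron IVS2-654. Readout: summed well GFP fluorescence from 488 nm laser scanning; reference was 500 nM antisense […] 654 PNA.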
Rhodamine fluor: qHTS Assay for Spectroscopic Profiling in Rhodamine Spectral Region; Rhodamine-region fluorescence, 547/598 nm, Tris buffer; hits give high values; max dye-equivalent concentration, M; 59,000 tested, 0.05% active; AID 594, 2007; in the data active means max dye-equivalent concentration above about 11 nM; inconclusive means between about 1.1 nM and that limit
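Intrinsic compound fluorescence, ex 547 / em 598 nm, CCD imager. Tris 100 mM pH 8.0; 15 min RT. Output = rhodamine dye-equivalent concentration at each compound concentration.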
ALOX15 inhib: qHTS Assay for Inhibitors of 15-hLO (15-human lipoxygenase); Polyunsaturated fatty acid lipoxygenase ALOX15 (Homo sapiens), P16050; purified 15hLO-1, xylenol orange hydroperoxide absorbance; Potency, µM (series often up to 57.1 µM), without a hit: at the top dose activity change, negative = inhibition, hits mostly inhibitors; 74,000 tested, 1.4% active; AID 887, 2007; further: potency means the concentration at half of the fitted maximal effect; on the % scale 0 is the no-effect control and ±100 the full control effect; nearly all actives have a fitted effect of over 55% in size
Target sequence (P16050 whole entry, looked up): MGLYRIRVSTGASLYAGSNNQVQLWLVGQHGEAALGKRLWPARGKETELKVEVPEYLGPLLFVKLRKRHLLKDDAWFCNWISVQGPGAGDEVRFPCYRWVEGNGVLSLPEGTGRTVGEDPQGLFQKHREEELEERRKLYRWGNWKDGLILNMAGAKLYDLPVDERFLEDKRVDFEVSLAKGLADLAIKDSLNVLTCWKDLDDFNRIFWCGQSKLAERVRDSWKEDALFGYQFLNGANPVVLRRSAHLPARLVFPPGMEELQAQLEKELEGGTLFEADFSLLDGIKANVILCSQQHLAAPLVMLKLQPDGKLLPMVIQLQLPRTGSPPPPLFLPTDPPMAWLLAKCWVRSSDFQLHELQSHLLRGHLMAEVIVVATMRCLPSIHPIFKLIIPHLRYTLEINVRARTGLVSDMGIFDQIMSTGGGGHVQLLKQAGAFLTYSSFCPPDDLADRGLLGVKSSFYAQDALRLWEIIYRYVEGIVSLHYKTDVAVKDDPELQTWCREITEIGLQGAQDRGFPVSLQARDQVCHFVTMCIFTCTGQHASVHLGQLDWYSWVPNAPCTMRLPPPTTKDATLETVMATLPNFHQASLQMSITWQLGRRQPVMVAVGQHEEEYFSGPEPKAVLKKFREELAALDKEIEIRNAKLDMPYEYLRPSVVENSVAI
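40 nM 15hLO-1 + cpd, 15 min RT; start w/ 50 uM AA (final), 6 min RT; stop/detect w/ 200 uM XO + 300 uM Fe(II) in 50 mM H2SO4, 30 min; A573/A405. Buffer 25 mM Hepes pH 7.5, 0.01% Triton X-100. No-enzyme wells as negative control.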
4-MU autofl: qHTS Assay for Spectroscopic Profiling in 4-MU Spectral Region. compound autofluorescence, 340/450 nm, 4-MU equivalents; hits give high values. max dye-equivalent concentration, M. 59,000 tested, 11% active; in the data active means max dye-equivalent concentration above about 10 nM; inconclusive means mostly about 1.1 nM to 9.6 nM
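Intrinsic fluorescence at 340/450 nm (ex/em) was read after 15 min at room temperature in pH 8.0, 100 mM Tris. Each compound concentration expressed as 4-MU-equivalent concentration from a six-point 4-MU standard series on each plate.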
DNA Pol III inh: qHTS Assay for Inhibitors of DNA Polymerase III Holoenzyme System. reconstituted DNA polymerase III holoenzyme replication, biochemical. Potency, µM (doses to about 57.1 µM), inactives show at the top dose activity change, negative = inhibition. 71,000 tested, 0.25% active. AID 603, 2007; further: potency means the concentration at half of the fitted maximal effect; on the % scale 0 is the no-effect control and ±100 the full control effect
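Reconstituted *E. coli* holoenzyme (0.35 nM Pol III, 1 nM beta, 154 nM SSB, 2 nM primase) was preincubated with compound for 15 min at RT. Synthesis on 1.4 nM ssM13Gori ran 35 min, then was stopped with PicoGreen/EDTA and read as dsDNA fluorescence.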
HADH2 inh: qHTS Assay for Inhibitors of HADH2 (Hydroxyacyl-Coenzyme A Dehydrogenase, Type II); 3-hydroxyacyl-CoA dehydrogenase type-2 (Homo sapiens), Q99714; recombinant HADH2, NADH fluorescence, beta-hydroxybutyryl-CoA; 73,000 tested, 3.4% active; Potency, µM (highest dose often 57.1 µM), without a hit: at the highest dose activity change, negative = inhibition, actives largely listed as inhibitors; AID 886, 2007; further: potency means the concentration at half of the fitted maximal effect; on the % scale 0 is the no-effect control and ±100 the full control effect; nearly all actives have a fitted effect of over 60% in size; many of its hits are not listed in these tables
Target sequence (Q99714 whole entry, looked up, one chain of several): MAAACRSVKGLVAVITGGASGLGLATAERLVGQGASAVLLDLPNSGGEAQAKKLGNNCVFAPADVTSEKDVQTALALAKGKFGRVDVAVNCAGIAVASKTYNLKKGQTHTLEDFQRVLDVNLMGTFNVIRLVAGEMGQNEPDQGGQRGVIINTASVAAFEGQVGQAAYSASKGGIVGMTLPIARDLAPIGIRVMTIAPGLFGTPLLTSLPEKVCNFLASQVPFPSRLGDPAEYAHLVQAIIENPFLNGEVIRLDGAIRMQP
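His-tagged recombinant enzyme from E. coli, 20 nM, preincubated 15 min RT with compound; reaction started with 1 mM NAD+ and 90 uM beta-hydroxybutyryl-CoA in 100 mM Tris-HCl pH 9.0. NADH fluorescence (ex 360/em 450) read over 4 min; last-minus-first difference.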
GFP derepression: qHTS Assay for Epigenetic Modulators; mouse C127i GFP locus derepression, cytometry, 30 h; Potency, µM (top dose mostly 46.1 µM), without a hit: top-dose GFP derepression (activation); 68,000 tested, 0.09% active; AID 597, 2007; further: % of control where 0% means no effect
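Locus derepression in mouse mammary C127i cells whose integrated CMV-GFP reporter is normally silent; GFP expression after 30 h compound treatment was quantified by counting fluorescent cells.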
Fluorescein autfl: qHTS Assay for Spectroscopic Profiling in Fluorescein Spectral Region. Compound autofluorescence, 480/540 nm, fluorescein-equivalent; hits give high values. max fluorescein-equivalent concentration, M. 59,000 tested, 0.91% active; in the data active means max fluorescein-equivalent concentration above about 10 nM; inconclusive means between about 1.1 nM and that limit
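Each compound is tested across a concentration series in 100 mM Tris buffer at pH 8.0. After 15 min at room temperature, plates are imaged with 480 nm excitation and 540 nm emission filters, and intensities are converted to fluorescein-equivalent values.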
Hsp90 Hop PPI: qHTS Assay for Disrupters of an Hsp90 Co-Chaperone Interaction. Hsp90 C-terminal peptide / TPR2A (Hop) interaction, human. AlphaScreen TPR2A-His6 binding biotin-Hsp90 C-terminal peptide. Potency, µM (highest dose often 57 µM), without a hit: at the top dose activity change, negative = inhibition. 71,000 tested, 0.44% active; active means well fitted curve in either direction with a large enough effect; inconclusive means small, poorly fitted or top-dose-only effect, or another doubt; further: potency means the concentration at half of the fitted maximal effect; on the % scale 0 is the no-effect control and ±100 the full control effect; many of its hits are not listed in these tables
TexasRed autofl: qHTS Assay for Spectroscopic Profiling in Texas Red Spectral Region. Compound fluorescence, Texas Red channel, 547/618 nm; hits give high values. max dye-equivalent concentration, M. 59,000 tested, 0.06% active; in the data active means max dye-equivalent concentration above about 10 nM; inconclusive means between about 1.1 nM and that limit
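Spectral interference profiling: each compound concentration's relative fluorescence, read with a 547 nm excitation and 618 nm emission filter pair, was normalized to a per-plate Texas Red standard curve.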
Active calls of the source: *; i = inactive; u = inconclusive; x = no result given; [ ] = dose if it differs, or a comment. Unless noted, the call rests on the fitted dose curve; in most records, active means well fitted curve in the direction sought with a large enough effect; inconclusive means small, poorly fitted or top-dose-only effect, or another doubt; inactive means no such curve, though single readings can be large; an effect the other way counts as inactive or inconclusive.

SMILES | Ub-GFP proteasome | HBB splicing | Rhodamine fluor | ALOX15 inhib | 4-MU autofl | DNA Pol III inh | HADH2 inh | GFP derepression | Fluorescein autfl | Hsp90 Hop PPI | TexasRed autofl
CCCCCn1c(CN(C)Cc2ccccc2)nc2c1c(=O)n(C)c(=O)n2C | 13% | 3.0% | i | -11% | 4.3e-08M* | -7% | 4% | -3% | u | 0% | u
Cc1ccc2c(c1)N(CC(=O)N1CCCc3ccccc31)C(=O)CO2 | -1% | -0.1%[57.5 µM] | i | 12% | i | 5% | -7% | 1% | i | -2% | i
CC(O)CCC(=O)NCCNC(=O)CCC(C)O (stereo unspecified) | 0% | 2.4% | i | 1% | i | -6% | 4% | 4% | i | -3% | u
CCOC(=O)CSc1nnc(-c2ccoc2C)n1-c1ccc(OCC)cc1 | 3% | -2.6% | i | -1% | i | -4% | -1% | 0% | u | -6% | i
Cc1ccc(Cl)cc1N1CCN(C(=O)c2cn(C)c(=O)c3c2c2ccccc2n3C)CC1 | 0% | -3.2% | i | -17% | 3.6e-08M* | -2% | -10% | 0% | i | -2% | i
C[C@H]1CC[C@]2(OC1)O[C@@H]1C[C@@H]3[C@@H]4CC[C@H]5C[C@@H](O)CC[C@]5(C)[C@@H]4CC(=O)[C@@]3(C)[C@H]1[C@@H]2C | 9%[20.5 µM] | 1.8%[20.6 µM] | i | 3%[25.6 µM] | i | -2%[25.6 µM] | 5%[25.6 µM] | 3%[20.6 µM] | u | -2%[26 µM] | i
Cc1ccc(CNC(=O)c2cn(C3CCCCC3)c(=O)c3c2c2ccccc2n3C)o1 | 5% | -1.2% | i | -24% | 4.1e-08M* | 7% | u | 1% | i | 1% | i
CCCNC(=O)c1ccccc1NS(=O)(=O)c1ccc(OC)c(OC)c1 | 2% | -1.8% | i | -1% | i | 0% | u | 2% | i | 1% | i
Cc1cnc(-c2nnc(N(C)C(=O)C3CCCO3)s2)cn1 (stereo unspecified) | 5% | x | i | 0% | u | -4% | 20µM* | -1% | i | -1% | i
Cn1c(NCc2cc(Br)ccc2O)nc2ccccc21 | -4% | -0.2% | x | -19% | x | 1% | 0% | 0% | x | 3% | x
CCCNS(=O)(=O)c1ccc(NC(=O)c2ccccn2)cc1 | 2% | 4.8% | i | -2% | i | -2% | 13% | 6% | i | -5% | i
Cc1nc(N2CCCC2)c2ccsc2n1 | -5% | -0.2%[57.5 µM] | i | 15% | i | u | -5% | -2% | u | 0% | i
CCC(=O)Nc1ccccc1C(=O)N1CCN(Cc2ccccc2)CC1 | 6% | -5.3% | x | 8% | x | -4% | 0% | 2% | x | -1% | x
O=C(CCCN1C(=O)CSc2ncccc21)N1CCN(Cc2ccccc2)CC1 | -4% | -0.2% | x | -3% | x | 0% | 0% | 0% | x | -5% | x
O=C(c1c(Cl)nc2sccn12)N(C(=O)c1c(Cl)nc2sccn12)c1ccc(Cl)cn1 | 2% | -0.3%[57.5 µM] | i | -5% | u | -4% | u | -1% | i | -2% | u
O=C(CNC(=O)c1ccco1)OCc1cccc(Cl)c1 | -6% | 0.4%[57.5 µM] | i | 18% | i | 3% | 3% | 3% | u | 1% | i
Cc1ccc2c(C(=O)CN3CCN(c4ccccc4)CC3)c(C)[nH]c2c1 | -1% | 3.8%[1.84 µM] | i | -16% | i | 1% | 8% | 0% | u | -1% | i
C=C(C)Cn1c(N(CCO)Cc2ccccc2)nc2c1c(=O)[nH]c(=O)n2C | 0% | 1.1% | x | 4% | x | 2% | 4% | -8% | x | -2% | x
Cc1cc(=O)n2nc(N3CCCC(C(=O)N4CCN(c5ccccc5)CC4)C3)sc2n1 (stereo unspecified) | -14% | -0.3% | i | 7% | i | -4% | -1% | 2% | u | 3% | i
Cc1ccc(N(C(C)C(=O)Nc2ccc(S(=O)(=O)N3CCOCC3)cc2)S(C)(=O)=O)cc1 (stereo unspecified) | -2% | -0.3% | i | -10% | u | -1% | 0% | 8% | u | -3% | i
Cc1ccc(CS(=O)(=O)CCC(=O)NCCN2CCCCC2C)cc1 (stereo unspecified) | 4% | 0.9%[0.369 µM] | i | 2% | i | -11% | 1% | 4% | i | -1% | i
Cc1ccc(N2CC(C(=O)N3CCc4ccccc4C3)CC2=O)cc1 (stereo unspecified) | 5% | 0.8% | i | 2% | i | -6% | 6% | -3% | i | -1% | i
O=S(=O)(c1ccccc1)N1CCC2(CC1)CN(Cc1ccccc1)C2 | 13% | 0.9% | i | -5% | i | -1% | 1% | 5%[9.22 µM] | i | 2% | i
O=C(CSc1nnc(CNC(=O)c2cccs2)o1)c1ccc(Cl)cc1 | 5% | -1.0% | i | -8% | i | -11% | u | 0% | i | -1% | i
Cc1c(C(=O)O)oc2ccc(S(=O)(=O)N3CC(C)CC(C)C3)cc12 (stereo unspecified) | 5% | -3.4% | i | 4% | i | -2% | 3% | 0% | i | 0% | i
C[N@+]1(CCC(=O)c2ccccc2)CC[C@H]2CC[C@H](C2)C1 | -8%[9.17 µM] | -0.3%[9.22 µM] | i | 3%[11.4 µM] | i | -9%[11.4 µM] | 0%[11.4 µM] | -3%[9.22 µM] | u | -1%[11 µM] | i
COc1ccccc1-c1nc(NCCN2CCOCC2)c2ccccc2n1 | 2% | 0.1% | i | 1% | i | 0% | -10% | -2%[9.22 µM] | u | 1% | i
O=c1c(O)c(-c2ccc(O)c(O)c2)oc2ccccc12 | -3% | x | i | 2µM* | i | u | 0.13µM* | 7%[9.22 µM] | i | 1% | i
Cc1cccc(/N=C/c2c(O)n(-c3cc(Cl)ccc3N3CCOCC3)c(=O)c3ccccc23)n1 | 4% | 0.9%[57.5 µM] | i | -4% | u | 1% | 55%[activator] | 2% | u | -2% | i
CC(=O)N1CCC[C@@]2(CCN(Cc3ccc(C#N)cc3)C2)C1 | -5% | 2.0% | i | -10% | i | -5% | 7% | 0%[9.22 µM] | i | 1% | i

Individual results from above:
GFP derepression result of O=c1c(O)c(-c2ccc(O)c(O)c2)oc2ccccc12 reads 7%[9.22 µM]
Hsp90 Hop PPI result of O=C(CSc1nnc(CNC(=O)c2cccs2)o1)c1ccc(Cl)cc1 reads -1%

2 compounds from above with just Hsp90 Hop PPI.
smiles,Hsp90 Hop PPI
O=C(c1c(Cl)nc2sccn12)N(C(=O)c1c(Cl)nc2sccn12)c1ccc(Cl)cn1,-2%
O=C(CNC(=O)c1ccco1)OCc1cccc(Cl)c1,1%

The results go on.
SMILES | Ub-GFP proteasome | HBB splicing | Rhodamine fluor | ALOX15 inhib | 4-MU autofl | DNA Pol III inh | HADH2 inh | GFP derepression | Fluorescein autfl | Hsp90 Hop PPI | TexasRed autofl
O=C(CSc1nc2c(c(=O)n1-c1ccccc1)SCC2)N1CCOCC1 | -6% | -1.3% | x | -11% | x | -6% | -3% | x | x | -1% | x
CCOc1ccc(C(=O)NC2CCN(S(=O)(=O)CC)CC2)cc1 | 0% | 0.2%[57.5 µM] | i | 1% | i | -1% | -2% | 1% | i | -1% | i
O=C(CCC(=O)N1CCc2ccccc21)N1CCc2ccccc21 | 2% | -1.1% | i | 9% | i | -2% | -16% | 0% | i | -2% | i
CCOc1cccc2cc(-c3csc(NC(=O)CCC(=O)N4CCN(C)CC4)n3)c(=O)oc12 | 19% | -2.2% | i | 8% | 1.7e-08M* | -3% | 7% | -2% | i | 2% | i
FC(F)(F)c1ccccc1-c1cc(NCc2ccccc2)ncn1 | 11% | -0.1% | i | 9% | i | -12% | 9% | -3%[9.22 µM] | i | 5% | i
O=C1c2ccccc2C(=O)N1Cc1ccco1 | 7% | 0.7% | i | 3% | i | 2% | -6% | 3% | i | -2% | i
Cc1ccc(-c2cc3nc(C)cc(NCc4ccco4)n3n2)cc1 | 9% | -0.1%[57.5 µM] | i | -11% | 1.2e-08M* | 0% | u | 2% | u | 18% | i
Cc1cc(C(N)=O)c2ccccc2n1 | 3% | -2.3% | i | 3% | i | -1% | -5% | -3% | i | -1% | u
COc1ccc(CCN2CC3=C(C2=O)C(c2ccccc2)NC(=O)N3C)cc1OC (stereo unspecified) | x | 1.9%[0.369 µM] | i | -3% | u | 0% | 0% | 0% | i | 2% | i
CC1(C)CN(O)CCN1O | x | x | i | x | i | x | x | -4%[20.6 µM] | u | x | i

An excerpt; the hit share may differ from the screen's.
